Screening results from PubChem.
GAA850 FXN act = frataxin GAA850 promoter activation; HEK293 lucGAA850 FXN promoter luciferase reporter, 24 h; percent of 10 µM SAHA response; activation, % at 6 µM; 0.56% of 360,000 active; AID 540364;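 active means activation above the average of all compounds screened plus 3 SD, cutoff fixed separately per campaign, cut at about 7.5% in these data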;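 further: 0% = DMSO wells and 100% = 10 µM SAHA wells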
Tn6 DDE FP = disrupts Tn6 cyclic peptide binding to fibrin D-Dimer-E complex; P02675; Fibrin DD(E) TRITC-Tn6 fluorescence polarization displacement; inhibition, % at 8.3 µM; 0.21% of 370,000 active;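 active means inhibition above a per-campaign cutoff: mean of compounds within control limits plus 3 SD, cut at about 15% in these data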;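 further: 0% = median of all compound wells on the plate and 100% = blocking peptide control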
ARFGAP1 inh = rat ARFGAP1 inhibition; Q62848; Arfgap1-stimulated ARF1 GTP hydrolysis, GDP FP detection; inhibition, % at 16.5 µM; 0.26% of 360,000 active; AID 651572;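 active means inhibition above a per-plate limit, mean inhibition of low control wells plus 3 SD, cut at about 25% in these data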;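 further: 0% = DMSO wells with enzyme and 100% = wells lacking Arfgap1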
Target sequence (Q62848 1-136 limits assumed): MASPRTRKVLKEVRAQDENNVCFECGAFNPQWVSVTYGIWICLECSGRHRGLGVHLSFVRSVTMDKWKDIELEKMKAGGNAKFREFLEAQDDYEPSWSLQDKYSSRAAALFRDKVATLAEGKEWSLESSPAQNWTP
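system = rat Arfgap1 catalytic domain, aa 1-136 | technique = FP, GDP Alexa 633 tracer displaced from anti-GDP antibody, 620/688 nm | compound = one concentration, 16.5 µM, DMSO 1.26% | medium = HEPES-based buffer, pH 7.5 | timing = compound-enzyme preincubation 20 min, reaction 120 min, detection 60 min, 25 °C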
proKLK7 act = proKLK7 (human) activation, primary screen; P49862; purified proKLK7, EDANS-DABCYL substrate fluorescence; 100% is mature enzyme control, 0% vehicle; activation, % at 7 µM; 0.9% of 370,000 active; AID 652039;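 active means activation above the mean of all tested compounds plus 3 SD, computed per campaign excluding outliers beyond control limits, cut at about 13% in these data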
Target sequence (P49862 whole entry, looked up): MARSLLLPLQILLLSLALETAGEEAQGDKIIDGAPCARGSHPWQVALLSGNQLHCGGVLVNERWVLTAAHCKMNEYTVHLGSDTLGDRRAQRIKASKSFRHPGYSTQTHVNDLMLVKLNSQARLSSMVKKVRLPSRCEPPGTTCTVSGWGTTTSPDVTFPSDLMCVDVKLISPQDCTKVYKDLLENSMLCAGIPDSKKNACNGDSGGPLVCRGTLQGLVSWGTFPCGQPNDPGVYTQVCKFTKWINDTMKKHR
GC-B act = GC-B (human) receptor activation; P20594; HEK293-GC-B cells, CNP EC30, cGMP TR-FRET; 0% at EC30 CNP, 100% saturating CNP; activation, % at 10 µM; 0.11% of 370,000 active; AID 1920062;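 active means activation at 10 µM reaching about 35% in either raw or pattern-adjusted values, limit read from the data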
NPR1 activator = GC-A (human) enzyme activation | activation, % at 10 µM | HEK293 GC-A cells, cGMP TR-FRET, EC30 ANP; 0% at EC30 ANP, 100% saturating ANP | 0.14% of 370,000 active | P16066; in the data active means activation above about 40%
rCAG RNA binder = binds r(CAG) RNA repeats. r(CAG) RNA repeat, TO-PRO-1 dye displacement fluorescence. inhibition, % at 3 µM. 1.3% of 370,000 active;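 active means inhibition above the plate cutoff, the mean of all test compounds on that plate plus 3 SD, cut at about 35% in these data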;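 further: 0% = DMSO alone and 100% = 100 µM mitoxantrone as full dye displacement; higher means more dye released from RNA so lower well fluorescence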
ADAM10 inh = inhibits human ADAM10; recombinant ADAM10, EDANS/DABCYL FRET peptide cleavage, 3 h; O14672; inhibition, % at 7 µM; 0.62% of 370,000 active;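 active means inhibition above a per-campaign cutoff equal to the mean of compounds falling between control-based bounds plus 3 SD, cut at about 20% in these data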;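 further: 0% = DMSO wells while the 100% control is not disclosed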
Target sequence (O14672 214-748 limits assumed): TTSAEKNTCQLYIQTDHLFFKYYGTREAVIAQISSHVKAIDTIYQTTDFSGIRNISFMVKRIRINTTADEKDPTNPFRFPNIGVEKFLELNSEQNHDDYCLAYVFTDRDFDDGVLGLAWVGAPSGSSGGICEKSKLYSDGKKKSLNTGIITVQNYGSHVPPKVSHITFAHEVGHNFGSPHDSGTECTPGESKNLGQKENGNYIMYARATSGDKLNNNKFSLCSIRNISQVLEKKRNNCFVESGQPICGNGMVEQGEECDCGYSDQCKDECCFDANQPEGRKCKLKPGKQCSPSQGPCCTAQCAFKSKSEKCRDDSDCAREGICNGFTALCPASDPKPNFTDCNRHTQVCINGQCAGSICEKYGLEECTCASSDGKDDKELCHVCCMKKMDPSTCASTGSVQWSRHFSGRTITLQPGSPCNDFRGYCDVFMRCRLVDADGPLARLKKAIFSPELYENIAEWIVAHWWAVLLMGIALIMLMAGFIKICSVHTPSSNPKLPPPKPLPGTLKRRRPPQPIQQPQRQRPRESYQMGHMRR
ASAP1 inh = ASAP1 ArfGAP inhibition; ASAP1-stimulated ARF1 GTP hydrolysis, GDP FP detection; Q9ULH1; AID 624377; inhibition, % at 16.5 µM; 0.19% of 360,000 active; in the data active means inhibition above about 25%;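 further: 0% = vehicle with enzyme and substrate and 100% = no enzyme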
sPLA2-III inh = Blocks human group III sPLA2 activity. Q9NZ20. QFRET BODIPY PC-A2 liposome hydrolysis, fluorescence. inhibition, % at 12.2 µM. 0.56% of 370,000 active;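 active means inhibition above mean plus 3 SD of compounds lying within the high and low control bounds, cut at about 19% in these data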;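 further: 0% = median of test compound wells and 100% = no enzyme DMSO wells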
Active calls of the source: *; · = not tested or not shown. Rows are unselected; any-hit rate near 4.5%.

Sample of the layout, 6 compounds:
SMILES	GAA850 FXN act	Tn6 DDE FP	ARFGAP1 inh	proKLK7 act	GC-B act	NPR1 activator	rCAG RNA binder	ADAM10 inh	ASAP1 inh	sPLA2-III inh
Cc1ccc(S(=O)(=O)c2c(C)cc(C)[nH]c2=O)c(C)c1	0.4	-8	-1	-0.2	3	-1	0	-1	0	-1
CC(=O)Nc1ccc(S(=O)(=O)N(Cc2ccccc2)c2ccccc2F)cc1	-0.1	-5	14	-0.4	7	-6	2	0	-10	-14
O=C1NC2=C(C(=O)CCC2)C(c2ccc(OC(F)F)cc2)N1 (stereo not drawn)	-1.3	2	5	0.1	6	-3	-1	-6	11	3
Cc1cc2c(c(=O)o1)C(c1ccc([N+](=O)[O-])o1)C(C#N)=C(N)O2 (stereo not drawn)	-0.2	14	-7	1.6	-7	1	-3	-22	3	-6
CC1CCN(C(=O)CSCC(=O)O)CC1	0.8	-13	-1	0.9	4	1	0	3	-11	2
CC[C@]12c3[nH]c4cc(-c5ccco5)ccc4c3CCN1C(=O)[C@@H](CC(=O)NCCC1=CCCCC1)C[C@@H]2C(=O)N1CCN(C(=O)C2CC2)CC1	-2.4	1	22	30*	0	3	12	-478	6	-22

Results, previewed entries included:
SMILES	GAA850 FXN act	Tn6 DDE FP	ARFGAP1 inh	proKLK7 act	GC-B act	NPR1 activator	rCAG RNA binder	ADAM10 inh	ASAP1 inh	sPLA2-III inh
Cc1ccc(S(=O)(=O)c2c(C)cc(C)[nH]c2=O)c(C)c1	0.4	-8	-1	-0.2	3	-1	0	-1	0	-1
CC(=O)Nc1ccc(S(=O)(=O)N(Cc2ccccc2)c2ccccc2F)cc1	-0.1	-5	14	-0.4	7	-6	2	0	-10	-14
O=C1NC2=C(C(=O)CCC2)C(c2ccc(OC(F)F)cc2)N1 (stereo not drawn)	-1.3	2	5	0.1	6	-3	-1	-6	11	3
Cc1cc2c(c(=O)o1)C(c1ccc([N+](=O)[O-])o1)C(C#N)=C(N)O2 (stereo not drawn)	-0.2	14	-7	1.6	-7	1	-3	-22	3	-6
CC1CCN(C(=O)CSCC(=O)O)CC1	0.8	-13	-1	0.9	4	1	0	3	-11	2
CC[C@]12c3[nH]c4cc(-c5ccco5)ccc4c3CCN1C(=O)[C@@H](CC(=O)NCCC1=CCCCC1)C[C@@H]2C(=O)N1CCN(C(=O)C2CC2)CC1	-2.4	1	22	30*	0	3	12	-478	6	-22
CC1CCN(C(=O)c2cc3ccccc3c(=O)o2)CC1	-0.6	3	7	-0.2	0	3	-2	5	-2	6
COc1ccc2cc(CCNC(=O)C(C)C)c(=O)[nH]c2c1	1.3	-7	-1	-0.6	-1	0	2	-39	-10	3
COc1ccccc1NC(=O)c1ccc(S(=O)(=O)N(C)c2ccccc2OC)cc1	-0.4	-3	-7	-0.3	6	-2	1	-17	6	5
CCO[C@H]1OC(C(=O)N2CCN(Cc3ccc4c(c3)OCO4)CC2)=C[C@@H](C(C)(C)C)[C@@H]1CCCO	-1.9	-4	16	-0.1	2	2	-9	8	14	-10
CC(=O)c1ccc(NC(=O)C(C)OC(=O)c2ccc(NS(=O)(=O)c3ccc(F)c(F)c3)cc2)cc1 (stereo not drawn)	-0.1	5	12	0.8	2	2	53*	8	5	-65
COc1ccc(Cc2nnc(NC(=O)Nc3ccccc3F)s2)cc1	1.6	-4	6	0.0	0	3	1	2	13	1
CC(C)Cc1cc(C(=O)Nc2ccc(Br)cc2)no1	5.7	6	0	-0.3	-5	3	-5	-10	-6	8
CCOc1nc(Nc2cc(Cl)ccc2OC)nc(OCC)n1	1.9	7	-10	-0.6	-2	-4	1	4	-12	0
O=C(CN1CCOCC1)Nc1cc([N+](=O)[O-])ccc1Cl	0.4	-1	1	1.0	5	1	-2	-3	-9	10
CC(=O)OC/C=C(\C)CCC=C(C)C	-0.8	3	5	-0.7	-8	3	1	-14	7	3
CCOC(OCC)c1cn(Cc2ccc3c(c2)C(=O)c2ccccc2C3=O)nn1	·	9	1	0.0	-2	2	1	1	-4	3
Cc1cc(N2CCOCC2)nc(C(C)C)n1	1.4	2	8	-0.2	-2	0	-3	-3	1	-1
CC(=O)C1=C(O)C(=O)N(c2ccc(S(N)(=O)=O)cc2)C1c1ccc([N+](=O)[O-])cc1 (stereo not drawn)	2.6	-5	12	-0.2	2	4	2	5	-5	-5
COC(=O)C1CCC(CNC(=O)C(Cc2ccc3c(c2)OCO3)NC(C)=O)CC1 (stereo not drawn)	·	7	·	0.7	1	0	3	-4	·	4
CCC(=O)NC(Nc1c(C)n(C)n(-c2ccccc2)c1=O)C(Cl)(Cl)Cl (stereo not drawn)	1.8	-3	-2	0.4	3	-3	-1	-6	2	-5
CN1N=C(C(=O)N2CCCC(Nc3ccc(F)c(F)c3)C2)CCC1=O (stereo not drawn)	-0.2	-3	11	-0.6	4	3	-2	-17	-4	-1
COCCNc1ncnc2c1ncn2[C@H]1CN(Cc2ccco2)C[C@@H](CO)O1	1.0	6	5	0.5	-1	4	1	-9	-8	-4
CCOc1ccccc1N1CCN(C(=O)c2ccc(OCC(=O)N3CCOCC3)c(OC)c2)CC1	0.6	5	-5	0.2	3	-1	-7	-5	-5	-1
COCCCN=C1NN=C(c2cc(C)n(-c3ccccc3F)c2C)CS1	-2.1	0	-10	0.3	-2	0	-5	-16	6	-3
COc1ccc(N2CCN(C(=O)/C(C#N)=C/c3ccccc3)CC2)cc1	-2.0	5	12	-0.6	-2	2	0	2	-4	0
COc1ccc(Br)cc1/C=N/Nc1cccc(C(=O)O)c1	5.8	1	2	-0.4	6	0	22	-4	4	-9
OC[C@@H]1CN(Cc2ccc(Cl)cc2)C[C@H](n2cnc3c(NC4CCC4)ncnc32)O1	0.5	3	5	0.2	-4	2	1	-2	7	-11
O=C(NNC1OC(CO)C(O)C(O)C1O)c1cccnc1 (stereo not drawn)	0.5	-6	0	-0.3	-3	1	-1	-5	-9	1
COc1ccc(C)cc1NC(=O)C(OC(=O)Cn1cnc2c1c(=O)n(C)c(=O)n2C)c1ccccc1 (stereo not drawn)	1.7	-5	-7	0.8	-3	-7	0	-6	-9	5
O=C(c1cc2cc(F)ccc2[nH]1)N1CCN(c2cccc(Cl)c2)CC1	0.8	-2	0	-0.2	2	-2	7	13	8	0
CCNS(=O)(=O)c1ccc(NC(=O)c2ccc(Cn3cc(Br)cn3)o2)cc1	-0.7	-8	1	0.6	-5	-3	1	10	4	-17
O=C(CCN1N=C(c2ccccc2)CCC1=O)NC1CCCCC1	0.6	-4	-3	0.3	-3	-3	1	-10	-7	11
COc1cc(/C=C/[N+](=O)[O-])ccc1OC(=O)/C=C/c1ccc(F)cc1	8.7*	-1	-4	-0.4	1	18	7	-1	6	-6
CC(C)CC(=O)Nc1nc(=S)ss1	1.4	-1	0	0.2	13	2	-1	-3	-1	-2
C=CCn1c(C)cc(C(=O)CSc2nnc(NCc3ccccc3)s2)c1C	-0.4	-2	2	-0.1	-6	-2	-3	7	6	-19
COc1cccc(C(O)c2ncc(-c3ccccc3OC)[nH]2)c1 (stereo not drawn)	0.4	4	2	-0.2	-2	1	1	2	-9	-4
CSc1nnc(C)c(=O)n1COC(=O)COc1ccc2ccccc2c1	2.9	1	13	0.2	-2	3	3	8	2	1
COc1cccc(C(=O)OCc2ccccc2C#N)c1O	2.3	10	-5	1.0	-4	-2	5	-1	7	-9
COC(=O)CCc1c(C)[nH]c(=S)[nH]c1=O	-1.9	-6	5	0.1	4	0	1	2	-2	10
O=C(CSc1nncn1-c1ccccc1)Nc1ccc(F)cc1F	-0.4	11	7	0.3	3	-2	-1	-5	1	2
CCc1ccc2oc(-c3ccc(NC(C)=O)cc3)nc2c1	5.9	0	-4	-8.2	-1	-1	7	-379	4	-31
Cc1ccc(NC(=O)NNC(=O)c2cc3ccccc3cc2O)cc1	1.4	-1	9	1.5	-5	0	20	-5	1	27*
C=CCN1C(=O)CN=C1Nc1ccc(OC)cc1OC	1.7	3	10	1.1	6	-1	4	4	11	5
Cc1cccc(NC(=O)CSc2nnc(-c3ccccc3C)o2)c1	0.9	0	-1	0.2	-5	-3	6	12	9	-9
COc1ccc(C2C(C#N)=C(C)NC3=C2S(=O)(=O)c2ccccc23)cc1 (stereo not drawn)	0.7	-4	3	-2.5	-1	0	2	-30	-11	2
COc1ccc(/C=N/OCC(=O)N=Nc2c(O)[nH]c3ccc(Br)cc23)cc1	-3.5	-9	-8	-0.2	-2	0	8	-1	-1	-9
CCOC(=O)NC1(C(F)(F)F)NC(=O)N(c2cccc(C(F)(F)F)c2)C1=O (stereo not drawn)	0.3	3	7	-0.1	0	0	-1	9	0	-2
O=C(O)c1nccnc1C(=O)N1CCN(c2ccccc2)CC1	2.5	1	0	-0.6	0	1	1	0	-20	-2
COc1ccc(N=C2SC(C(N)=O)CC(=O)N2CCc2ccc(OC)c(OC)c2)cc1 (stereo not drawn)	2.1	2	1	-0.7	4	0	-2	8	-10	2
CC(=O)Nc1ccc(NC(=O)c2sc3nc4n(c(=O)c3c2C)CCCCC4)cc1	-1.8	4	-4	0.5	-6	2	-3	1	-2	2
Cc1cc(C)c2c(N)c(C(=O)N3CCCCCC3)sc2n1	1.6	-8	-1	0.6	7	0	-3	-13	3	4
O=C(Nc1ccccc1)Nc1cc(Cl)cc(Cl)c1	-2.7	-24	11	-0.1	4	2	15	19	16	-30
COc1ccccc1C(=O)NC1CC2CCCC(C1)N2Cc1ccccc1 (stereo not drawn)	-0.9	3	-2	0.4	-2	0	1	-6	-6	1
COc1ccccc1NC(=O)CCN1C(=O)C2C3CCC(C3)C2C1=O (stereo not drawn)	1.4	1	-2	-1.1	1	5	-1	-8	-11	0
CCCc1ccccc1OCCNC(=O)c1cc(=O)n(C)c(=O)n1C	0.5	-4	1	-1.2	0	-5	-5	0	-10	1
N#CCC(=O)Nn1c(=S)[nH]c2ccccc2c1=O	0.7	5	8	-0.1	2	4	6	-7	3	1
O=C(NCCSc1ncc(-c2ccc(F)cc2)[nH]1)c1ccco1	-0.8	1	0	-0.1	-4	-3	-2	0	0	2
CCCC(=O)Nc1ccc(N2CCN(S(C)(=O)=O)CC2)cc1	-1.0	8	-7	-0.7	-4	-3	-3	-2	-8	2
Cc1onc(-c2c(Cl)cccc2Cl)c1C(=O)N=S(C)(=O)c1ccccc1 (stereo not drawn)	1.4	1	-2	-0.2	-4	4	-5	-5	9	1

Other structures follow.
SMILES	GAA850 FXN act	Tn6 DDE FP	ARFGAP1 inh	proKLK7 act	GC-B act	NPR1 activator	rCAG RNA binder	ADAM10 inh	ASAP1 inh	sPLA2-III inh
COc1ccc2nc(NC(=O)c3ccc([N+](=O)[O-])o3)sc2c1	2.2	6	-5	-0.8	2	-2	7	-12	4	8
Cc1[nH]c(C)c(S(=O)(=O)N2CCCCC2)c1C(=O)N1CCCCC1	0.2	-4	-1	0.3	1	1	-1	0	-3	3
CCOC(=O)[C@]12CCC=C1N(CCC1=CCCCC1)C(=O)[C@H](CC(=O)NCc1ccc(OC)c(OC)c1)C2	·	9	-4	-0.3	8	4	4	-9	9	-6
CC1CCC(NC(=O)CCCn2sc3ccccc3c2=O)CC1 (stereo not drawn)	1.1	6	-2	0.6	-6	1	-6	-6	2	-7
Cc1cc(C(=O)OCC(=O)c2cccc([N+](=O)[O-])c2)c2cccc(C)c2n1	-2.5	10	7	-2.1	-10	3	11	-2	12	0
O=Cc1c(N2CCCCC2)nc2ccccn2c1=O	1.1	5	2	-0.1	2	-2	-4	10	-4	5
